# ERK EGF block – qHTS Assay for Inhibitors of the ERK Signaling Pathway using a Homogeneous Screening Assay; Stimulation with EGF | HEK293-V1b, EGF-stimulated phospho-ERK AlphaScreen | Potency, µM (series often up to 11.5 µM), inactives show top-dose activity change, negative = inhibition, most hits filed as inhibitors | 130,000 compounds, 0.41% hits | AID 1454, 2008; active = well fitted inhibition curve with a large enough effect; inconclusive = small, poorly fitted or top-dose-only effect, or effect the other way;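 note: plate controls were stimulated vehicle wells for no effect and unstimulated vehicle basal for full effect; nearly all actives have a fitted effect of over 55% in size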
#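 V1b-HEK293, 1% FBS o/n; cpd 30 min 37C; EGF 25 nM final, 5 min; lyse 10 min; AlphaScreen beads 5 h RT. Normalized DMSO basal vs EGF max; Hill AC50.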
# Starred values were filed as active, the others as inactive; u = inconclusive; [ ] = another dose, or the depositor's remark. Potency is the fitted concentration of half-maximal effect. These rows are one share of the data; count on the stated rates, not on these rows.
SMILES,ERK EGF block
Cc1ccc(COc2ccc(/C=N/NC(=O)c3nnn(-c4nonc4N)c3COc3ccc(F)cc3)cc2)cc1,-9%[57.5 µM]
CCOC(=O)C(NC(=O)CC)(Nc1nc2c(s1)CCCC2)C(F)(F)F (stereo unspecified),5%
Cc1cccc(C)c1NC(=O)COc1ccccc1C(=O)Nc1ccc(Br)cn1,-7%
O=C(Nc1cccc(S(=O)(=O)N2CCCC2)c1)c1ccc2c(c1)OCO2,3%
Cc1c(O)c(S(=O)c2ccccc2)c(=O)n(-c2ccccc2)c1-c1ccccc1 (stereo unspecified),3%
CNCc1ccccc1OCc1ccc(F)cc1,-8%
Cc1ccc(S(=O)(=O)N2CCCCC2)cc1C(=O)OCC(=O)NC(=O)NC12CC3CC(CC(C3)C1)C2,0%
CN1C(=O)S/C(=C\c2ccccc2OCc2ccc(C(=O)O)cc2)C1=O,-3%
Cc1cc(C)n2cc(COc3ccccc3)nc2n1,-3%
COc1ccccc1N1CCN(C(=O)c2oc3cc(C)cc(C)c3c2C)CC1,11%
Cc1onc(-c2ccccc2)c1C(=O)O/N=C(\N)c1ccc([N+](=O)[O-])o1,u
O=C(c1cccc(F)c1)N1CCC[C@@]2(CCN(c3cccc(-c4ccccc4)c3)C2)C1,8%
CCCNC(=O)[C@H](C)NC(=O)c1ccc(Br)cc1,-7%
COc1cc(C(=O)OCC(C)=O)ccc1OCc1c(C)noc1C,-6%
Cc1cc(C)cc(NC(=O)c2cc(C)n(Cc3cccs3)c2C)c1,-8%[57.5 µM]
CCc1nc2sc(C(C)=O)c(N)c2c2c1CCCC2,-7%[57.5 µM]
Oc1[nH]c2ccccc2c1N=Nc1ncnc2c1oc1ccccc12,-5%[57.5 µM]
CC(=O)c1ccc(OCCOc2ccc(Cl)c3cccnc23)cc1,27%
O=S(=O)(c1ccccc1)N1c2cc(Cl)ccc2Oc2nc3ccccc3nc21,0%
O=C(NNC(=O)c1cccs1)c1ccc(Br)o1,-3%
CC(=O)Cc1nsc(NC(=O)c2ccc(-c3cc(Cl)ccc3Cl)o2)n1,5%
Cc1ccc(-n2c(C)cc(-c3csc(N)n3)c2C)cc1,-2%
COc1ccc(C2N3CC4(C)CN2CC(C)(C3)C4O)cc1OC (stereo unspecified),2%
CC(C)C(=O)Nc1ccc(C(=O)NNC(=S)NC(=O)c2cccs2)cc1,2%
CSc1ncc(Cl)c(C(=O)Nc2cccc3ccccc23)n1,10%
CC(C)c1nc2oc3c(NCCO)ncnc3c2c2c1COC(C)(C)C2,7%[57.5 µM]
COc1ccc(CN2C(=O)N(c3ccc(OC)cc3)C(=O)C2CC(=O)Nc2ccccc2)cc1 (stereo unspecified),1%
CCOCCn1c(CN2CCC(C)CC2)nc2c1c(=O)n(C)c(=O)n2C,-2%
CC[C@H](/C=C/[C@@H](C)[C@H]1CC[C@H]2C3CC=C4C[C@@H](O)CC[C@]4(C)C3CC[C@]12C)C(C)C (stereo partly specified),-6%
O=C(NS(=O)(=O)Oc1ccc(Cl)cc1)OC[C@@H]1CCCN2CCCC[C@H]12,-4%

# Already shown: entries from further up.
SMILES,ERK EGF block
O=C(c1cccc(F)c1)N1CCC[C@@]2(CCN(c3cccc(-c4ccccc4)c3)C2)C1,8%
CCCNC(=O)[C@H](C)NC(=O)c1ccc(Br)cc1,-7%
COc1cc(C(=O)OCC(C)=O)ccc1OCc1c(C)noc1C,-6%
Cc1cc(C)cc(NC(=O)c2cc(C)n(Cc3cccs3)c2C)c1,-8%[57.5 µM]
CCc1nc2sc(C(C)=O)c(N)c2c2c1CCCC2,-7%[57.5 µM]
Oc1[nH]c2ccccc2c1N=Nc1ncnc2c1oc1ccccc12,-5%[57.5 µM]
CC(=O)c1ccc(OCCOc2ccc(Cl)c3cccnc23)cc1,27%
O=S(=O)(c1ccccc1)N1c2cc(Cl)ccc2Oc2nc3ccccc3nc21,0%
O=C(NNC(=O)c1cccs1)c1ccc(Br)o1,-3%
CC(=O)Cc1nsc(NC(=O)c2ccc(-c3cc(Cl)ccc3Cl)o2)n1,5%
Cc1ccc(-n2c(C)cc(-c3csc(N)n3)c2C)cc1,-2%
COc1ccc(C2N3CC4(C)CN2CC(C)(C3)C4O)cc1OC (stereo unspecified),2%
CC(C)C(=O)Nc1ccc(C(=O)NNC(=S)NC(=O)c2cccs2)cc1,2%
CSc1ncc(Cl)c(C(=O)Nc2cccc3ccccc23)n1,10%
CC(C)c1nc2oc3c(NCCO)ncnc3c2c2c1COC(C)(C)C2,7%[57.5 µM]
COc1ccc(CN2C(=O)N(c3ccc(OC)cc3)C(=O)C2CC(=O)Nc2ccccc2)cc1 (stereo unspecified),1%

# More entries follow.
SMILES,ERK EGF block
Cc1[nH]c(=O)c(C(=O)c2cc(Cl)ccc2O)cc1C(=O)O,-4%
CCc1nnc(NC(=O)c2ccc3ncsc3c2)s1,-19%[57.5 µM]
COc1ccc(-c2ccc(-c3nc4c(c(=O)[nH]c(=O)n4Cc4ccccc4)n3C)o2)c([N+](=O)[O-])c1,16%
COc1ccc(-n2c(C)cc(/C=C3/SC(=S)N(C)C3=O)c2C)cc1,-6%
CCCn1c(=O)c2ccccc2n2c(SCc3cc(=O)oc4ccc5ccccc5c34)nnc12,-3%
COc1cc(/C=N/NC(=O)CSc2n[nH]c(=O)[nH]c2=O)cc(OC)c1O,-2%
CC(C)NC(=O)COc1ccc(OCc2ccccc2)cc1,-9%
COC(=O)C1(Cc2ccccc2)C=C2C(=C(c3ccccc3)C(=O)C2C)CN1 (stereo unspecified),3%
NCCCC[C@H]1CNC(=O)C(=O)N1CCc1cccc2ccccc12,-10%[57.5 µM]
O=C(NCc1csc(-c2cccs2)n1)c1cccc(Cl)c1,-5%[57.5 µM]
CC(C)COCC1CC2(CC(C)(c3csc(N)n3)OC2=O)C(=O)O1 (stereo unspecified),2%[57.5 µM]
O=C(CNc1ccc2c(c1)OCO2)N/N=C\c1cn(Cc2ccccc2)c2ccccc12,-8%
COC(=O)C1=C(C)NC2=C(C(=O)CCC2)C1c1ccc(-c2ccsc2C(=O)OC)o1 (stereo unspecified),-1%[57.5 µM]
Cc1ncc([N+](=O)[O-])n1Cc1ccccc1,-1%
Clc1c(Cl)c(Cl)c2n[nH]nc2c1Cl,-3%[57.5 µM]
Cc1ccc(NC(=S)N(CCN(C)C)C(C)c2cccnc2)cc1 (stereo unspecified),1%
CC(CO)(CO)NCc1ccc(-c2ccccc2)cc1,8%
CS(=O)(=O)N(CCc1ccccc1)CC(=O)Nc1ccccc1,6%
O=C(CNC(=S)N(CCCN1CCOCC1)Cc1cccs1)N1CCOCC1,2%
COc1cccc(NC(=O)CSc2nc3ccccc3c(=O)n2CCCC(=O)NCCCN2CCOCC2)c1,7%
Cc1cccc(C(=O)Oc2ccccc2C(=O)N2CCOCC2)c1,-9%[57.5 µM]
N#Cc1nc(COc2ccc(F)cc2)oc1N1CCCCC1,33%
Cc1sc2ncnc(OCC(=O)N3CCN(C(=O)c4ccco4)CC3)c2c1C,28%
S=c1[nH]nc(Nc2ccc(Cl)cc2)s1,6%[57.5 µM]
O=C(OCC(=O)N1CCCC1)c1c2c(nc3ccccc13)CCCCC2,-11%
O=C(Cn1cc(C(F)(F)F)ccc1=O)N/N=C/c1cccc(Cl)c1,-10%
COc1ccc(/C=C/c2nc(N)nc(-c3ccccc3O)n2)cc1,-2%
C/C(=N\NC(=O)CNc1ccc(F)cc1)c1cc2ccccc2o1,24%
COc1ccc(CC(=O)NNS(=O)(=O)c2ccc(F)cc2)cc1OC,-8%
COC(=O)c1ccc(N/N=C/c2cc([N+](=O)[O-])cc(OC)c2O)cc1,-13%
CC1(C)NC(=O)N(CC(O)COc2cc3ccccc3cc2C(=O)N2CCCCC2)C1=O (stereo unspecified),-7%[57.5 µM]
O=C(CN1C(=O)C2CC=CCC2C1=O)N1CCN(c2ccc([N+](=O)[O-])cc2)CC1 (stereo unspecified),-2%[57.5 µM]
CC(=O)OC1CC2C(C)(C)C(O)C=C[C@@]2(C)C2CC[C@@]3(C)C(c4ccoc4)OC(=O)C4OC43[C@]12C (stereo partly specified),17%
COc1cc(N/N=C(\C)c2ccc(N)cc2)nc(-c2ccccc2)n1,-6%
COC(=O)CCCC1=CC2=C(c3ccccc3)C(=O)C(C)(OC(=O)C3CCCC3)C(=O)C2=CN1CC(C)C (stereo unspecified),-17%[57.5 µM]
Cc1nc2c(ncn2-c2ccccc2)c(=O)n1NC(=O)CN1CCCCC1,-6%[57.5 µM]
C/C(=N\NC(=O)Cn1c(-c2ccccn2)nc2ccccc21)c1cccc(O)c1,-1%
CCCCNC(=S)N/N=C/c1cc(C)ccc1C,2%
Cc1ccccc1-c1cncnc1N1CCNCC1,28%
OCCC1CN(Cc2cnc(-c3ccccc3)s2)CCN1Cc1ccccc1 (stereo unspecified),-16%[57.5 µM]
CN(C)CCNc1nc2sc3c(c2c(=O)n1-c1ccc(F)cc1)CCCCC3,2%[57.5 µM]
O=C(CNC(=O)c1ccccc1)NCc1ccc(Cl)cc1,-3%
C/C(=N\O)c1ccc2c(c1)CC(C)O2 (stereo unspecified),-8%[57.5 µM]
COc1ccccc1-c1ccc(SCc2ccc(F)cc2)nn1,14%
CC12C(=O)N(c3ccc(OC(=O)c4ccco4)cc3)C(=O)C1C1c3ccccc3C2c2ccccc21 (stereo unspecified),-5%
CC[C@H](CC[C@H](C)[C@@H]1CC[C@@H]2[C@H]3CC=C4C[C@@H](O)CC[C@]4(C)[C@H]3CC[C@]21C)C(C)C,0%[25.7 µM]
CCC(C)NC(=O)C1CCN(S(=O)(=O)N2CCOCC2)CC1 (stereo unspecified),-13%
CS(=O)(=O)c1ccc(C(=O)OCc2nnc(-c3ccc(Cl)cc3)o2)cc1[N+](=O)[O-],-5%
COc1ccc(S(=O)(=O)N2CCOCC2)cc1NC(=O)Cn1nnc2ccccc2c1=O,4%
CCOc1cc(/C=N/NC(=O)CSc2nncn2C)ccc1OCC(N)=O,-8%[57.5 µM]
O=C(O)c1cccc(N2C(=O)Nc3ccccc3N2O)c1,5%
C=CCN(CC=C)C(=S)Nc1ccc2nsnc2c1,1%
O=C(NCCCN1CCCC1=O)c1ccc(Cl)c(Cl)c1,-4%
CCOC(=O)C1CCN(C(=S)NC2CCCC2)CC1,4%
COCC(=O)NC1(c2nnnn2CCOC(=O)Nc2ccc(Cl)cc2)CCCCC1,-5%
CCOC(=O)C1=C(C)Nc2ccccc2N=C1NC(=O)C(c1ccccc1)c1ccccc1,-6%
CC(=O)c1ccc(NC(=O)COC(=O)CCc2ccc(S(=O)(=O)N3CCOCC3)cc2)cc1,4%[57.5 µM]
Cc1cc(C(=O)OC(C(=O)Nc2cccc(C(F)(F)F)c2)c2ccccc2)c(C)o1 (stereo unspecified),-4%
COC(=O)Cn1cc(C#N)c2ccccc21,-1%
CC(=O)N1N=C(c2ccc(C)cc2)OC1c1cccnc1 (stereo unspecified),1%

# Some values from the entries so far:
# Under ERK EGF block, C=CCN(CC=C)C(=S)Nc1ccc2nsnc2c1 has 1%
# Under ERK EGF block, O=C(O)c1cccc(N2C(=O)Nc3ccccc3N2O)c1 has 5%

# Next section:
SMILES,ERK EGF block
COc1cnn(-c2ccc(C)cc2)c(=O)c1Cl,-7%
COc1ccccc1-c1ccc(/C=C2/C=C(CC(C)C)OC2=O)o1,1%[57.5 µM]
CCC1CCCCN1C(=O)c1c(-c2ccccc2)noc1C (stereo unspecified),-1%
C[C@@H]1O[C@H](O[C@@H]2[C@H](C)O[C@H](O[C@@H]3[C@H](C)O[C@H](O[C@H]4CC[C@]5(C)[C@@H](CC[C@@H]6[C@H]5C[C@@H](O)[C@]5(C)[C@@H](C7=CC(=O)OC7)CC[C@]65O)C4)C[C@@H]3O)C[C@@H]2O)C[C@H](O)[C@@H]1O,7%[25.7 µM]
O=C1N(Cc2cccnc2)C[C@@H]2C[C@@H](c3cccc(OC4CCCC4)c3)N3CCC[C@@]123,0%
Cc1ccc(NC(=O)CNC(=O)c2cccs2)cc1S(=O)(=O)Nc1ccc(Cl)cc1,-15%
Cc1cc(C(=O)NNS(=O)(=O)c2cccc(Cl)c2)nn1C(C)(C)C,19%[57.5 µM]
COCCn1c(C)cc(/C=N/NC(=O)c2cccnc2)c1C,-11%
CN(C(=O)c1ccccn1)c1nnc(-c2cccnc2)s1,4%
CCOC(=O)c1[nH]ncc1CN1CCCC(C(=O)c2ccc(C(C)(C)C)cc2)C1 (stereo unspecified),-3%
C/C(=N\NC(=O)COc1ccc(C(C)(C)C)cc1)c1ccc2c(c1)OCCO2,2%
C/C(=N/NC(=O)CNC(=O)c1cccc(F)c1)c1ccc2c(c1)CCCC2,1%
CC(=O)c1cccc(NC(=O)C(=O)c2cn(CC(=O)N3CCCCC3)c3ccccc23)c1,-5%
Clc1cccc(CSc2ccc(-c3cccnc3)nn2)c1,7%
CN(C)S(=O)(=O)c1cccc(NC(=O)CSc2nncn2C)c1,-13%[57.5 µM]
Cc1nc2sc(C(c3cccs3)N3CCC4(CC3)OCCO4)c(O)n2n1 (stereo unspecified),2%
OCC1(Cc2ccccc2)CCN(Cc2cnc(-c3cccc4ccccc34)nc2)CC1,25%
Cc1cc(-c2nn(-c3ccccc3F)cc2CN(C)CC(O)CO)c(C)s1 (stereo unspecified),-19%[57.5 µM]
O=C(CNC(=O)C(c1ccccc1)c1ccccc1)OCc1ccccc1,-4%
O=C(CCC(=O)c1cccs1)NC1CCCCCC1,-8%
O=C(NCCc1nc2ccccc2[nH]1)c1ccc([N+](=O)[O-])cc1,-1%[57.5 µM]
CC(C)c1nn2c(N)c(/C=C3\C=Nc4ccccc43)c(=O)nc2s1,4%[57.5 µM]
Cc1cccc(/C(N)=N/OC(=O)c2ccc(Br)o2)c1,-3%
CCOc1ccccc1O[C@@H](c1ccccc1)[C@@H]1CNCCO1,6%
CC(=O)N(C(C)=O)n1c(/C=C/c2ccc([N+](=O)[O-])cc2)nc2ccccc2c1=O,-12%[57.5 µM]
COC(=O)CCCCCCCCCC[N+]1(C)CCCCC1,-10%
